Bioassay records as filed in PubChem BioAssay.
Vif-APOBEC3F blk – Vif-A3F binding inhibition; HeLa A3F-eYFP + Vif (tagged APOBEC3F with the HIV-1 protein that degrades it), YFP fluorescence increase; Potency, µM (top dose mostly 46.1 µM), inactives show at the highest dose activity, negative = active; hit rate 0.2% among 390,000; AID 602313; also: potency is read from the fitted curve at half-maximal effect; % of control where 0% means no effect; nearly all actives have a fitted effect of over 65% in size
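Fluorescence increase (Ex 488/Em 500-530) after overnight compound treatment at 37 deg C flags inhibition of Vif-driven A3F-eYFP loss in stable HeLa A3F-eYFP/Vif cells seeded overnight beforehand.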
D2 potentiator – D2 dopamine receptor (human) potentiation; HEK293 T-REx D2, calcium flux, EC20 dopamine potentiation; hit rate 0.34% among 340,000; potentiation, % at 10 µM;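 active = potentiation over 3 SD above the plate norm, cut at about 30% in these data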; also: 0% is about no effect
Target sequence (P14416 whole entry, looked up): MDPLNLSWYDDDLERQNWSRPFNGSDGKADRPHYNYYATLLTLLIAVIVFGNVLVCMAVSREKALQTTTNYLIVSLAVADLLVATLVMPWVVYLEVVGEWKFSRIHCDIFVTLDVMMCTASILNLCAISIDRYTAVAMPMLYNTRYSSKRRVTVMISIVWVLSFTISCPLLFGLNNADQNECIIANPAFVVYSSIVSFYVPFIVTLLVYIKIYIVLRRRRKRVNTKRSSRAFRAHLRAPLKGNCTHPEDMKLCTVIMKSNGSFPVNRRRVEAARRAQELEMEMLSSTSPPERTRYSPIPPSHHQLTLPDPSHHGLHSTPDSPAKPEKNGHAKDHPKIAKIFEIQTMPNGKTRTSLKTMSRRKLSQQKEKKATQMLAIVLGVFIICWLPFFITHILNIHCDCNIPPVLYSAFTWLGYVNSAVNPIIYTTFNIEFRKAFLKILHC
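Tetracycline-induced Hek293 Trex D2 cells, force-coupled to calcium, loaded with no-wash calcium dye. Compound added with 180 s kinetic read for agonism, then EC20 dopamine and a further 180 s read for potentiation.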
D1 potentiator – potentiators of human D1 dopamine receptor | hit rate 0.036% among 360,000 | potentiation, % at 10 µM | P21728 | HEK293 TREx D1 cells, calcium flux, dopamine EC20 potentiation | AID 504651; in the data active = potentiation above about 30%; also: 0% is about no effect
Target sequence (P21728 whole entry, looked up): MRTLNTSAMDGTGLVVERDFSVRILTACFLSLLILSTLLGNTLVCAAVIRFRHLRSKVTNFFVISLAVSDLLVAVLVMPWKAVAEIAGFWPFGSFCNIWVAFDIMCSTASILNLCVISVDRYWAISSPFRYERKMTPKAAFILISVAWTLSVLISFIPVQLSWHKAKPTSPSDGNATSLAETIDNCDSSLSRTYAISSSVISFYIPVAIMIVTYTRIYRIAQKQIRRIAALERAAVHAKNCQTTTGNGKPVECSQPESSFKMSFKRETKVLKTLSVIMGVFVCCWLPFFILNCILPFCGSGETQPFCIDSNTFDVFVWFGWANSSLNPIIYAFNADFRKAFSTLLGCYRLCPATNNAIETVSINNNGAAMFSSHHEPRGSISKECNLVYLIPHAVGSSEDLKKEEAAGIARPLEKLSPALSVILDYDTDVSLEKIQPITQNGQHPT
D1 agonist – human D1 receptor agonism; P21728; HEK293 T-REx D1 cells, calcium flux, agonist mode; activation, % at 2 µM; hit rate 1% among 360,000; AID 504660; in the data active = activation above about 30%; also: 0% is about no effect
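Inducible HEK293 T-REx D1 cells, force-coupled to calcium signalling, were plated at 4000 cells/well with tetracycline and held overnight at 30 C. After no-wash calcium dye loading, compound-evoked calcium rise over 180 s flagged agonists.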
RXFP1 ag – RXFP1 (human) receptor agonism | Q9HBX9 | HEK293T-RXFP1 cAMP TR-FRET, 30 min; response scale: percent of porcine relaxin response, buffer zero | Potency, µM (top dose mostly 57.5 µM), without a hit: at the top dose activation, hits mostly activators | hit rate 0.3% among 370,000 | AID 2676; also: potency is read from the fitted curve at half-maximal effect; % is scaled to controls: 0 for no effect and ±100 for the full control effect; nearly all actives have a fitted effect of over 60% in size; many of its hits are not listed in these tables
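Agonist response is measured as cAMP accumulation in an RXFP1-transfected HEK293T line under PDE4 inhibition. Values are scaled between buffer-only and 29 nM porcine relaxin, and EC50s come from standard Hill equation fits.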
RXFP1 antag – antagonists of human relaxin receptor RXFP1; Q9HBX9; HEK293-RXFP1, relaxin-stimulated cAMP HTRF, 30 min; hits give low values; activity change, negative = inhibition, % at 57.5 µM; hit rate 0.59% among 350,000; AID 1259400;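 active = activity change of -60% or lower, but not beyond a set lower limit; inconclusive = change between -60% and -40%, or beyond the set limit; inactive = change above -40%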; also: % is scaled to controls: 0 for no effect and ±100 for the full control effect
Vif-A3G inh – blocks the Vif interaction with human APOBEC3G; Q9HC16; HeLa A3G-eYFP + Vif (tagged APOBEC3G with the HIV-1 protein that degrades it), YFP fluorescence, overnight; Potency, µM (doses to about 46.1 µM), without a hit: top-dose activity, negative = active, actives largely listed as inhibitors; hit rate 0.076% among 410,000;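 also: potency is read from the fitted curve at half-maximal effect; % is scaled to controls: 0 for no effect and ±100 for the full control effect; nearly all actives have a fitted effect of over 60% in size; hits raise eYFP signal because A3G escapes Vif-driven loss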
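Read-out is eYFP fluorescence (Ex 488/Em 500-530) from Vif-expressing HeLa A3G-eYFP cells; more signal means A3G escaped Vif-mediated degradation. Cells plated overnight, compound pinned in, incubated overnight at 37 deg C.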
GRP78 ERSR act – ER stress response induction in glioma. U87-MG GRP78 promoter luciferase reporter, 16 h. Potency, µM, for inactives: at the top dose activation, actives largely listed as activators. hit rate 0.02% among 420,000. AID 602332; also: potency is read from the fitted curve at half-maximal effect; series mostly up to about 76 µM; % of control where 0% means no effect; nearly all actives have a fitted effect of over 35% in size
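Stably transfected U87-MG glioma cells carrying a GRP78-based luciferase sensor; 16 h compound incubation. Luminescence end-point read 10 min after Bright-Glo addition at room temperature.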
D1 antagonist – antagonists of human D1 dopamine receptor; HEK293 TREx D1 cells, calcium flux, dopamine EC80; hits give low values; activity change, negative = inhibition, % at 10 µM; hit rate 3.2% among 360,000; P21728; in the data active = activity change below about -30%; also: % is scaled to controls: 0 for no effect and ±100 for the full control effect
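Using tetracycline-induced force-coupled D1 Hek293 cells and a calcium dye, signals were followed for 180 s after compound, then for 180 s after EC80 dopamine, to detect inhibitors.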
Starred values were filed as active, the others as inactive; ? = inconclusive; · = not tested or not shown; & = joins results of further samples. Unless noted, calls follow the shape of the dose curve; as a rule, active = well fitted curve in the direction sought with a large enough effect; inconclusive = small, poorly fitted or top-dose-only effect, or another doubt; inactive = no such curve, though single readings can be large; an effect the other way counts as inactive or inconclusive. A portion of the library (hit frequency here may not be typical).

SMILES	Vif-APOBEC3F blk	D2 potentiator	D1 potentiator	D1 agonist	RXFP1 ag	RXFP1 antag	Vif-A3G inh	GRP78 ERSR act	D1 antagonist
CC(C)CCN1CCNC(=O)C1CC(=O)Nc1ccc(F)cc1 (stereo not given)	11%	17	-2	4	0.9%	-8	-4%	-3%	-4
Cc1cccc(CNC(=O)C2CCC(=O)N(CC3CCCCC3)C2)c1 (stereo not given)	-6%	·	·	·	·	0	0%	0%	·
Cc1cc(C)cc(NC(c2cccc(Cl)c2)c2nnc(-c3ccccc3)o2)c1 (stereo not given)	-15%	4	-4	0	5.7%	-1	0%	1%	0
CC(C)c1ccccc1NC(=O)CN1C(=O)c2ccccc2C1=O	3%	5	4	4	1.9%	-3	-6%	-4%	6
COc1ccc(-c2ccc3c(c2)S(=O)(=O)c2cccc(C(=O)NCCOc4ccccc4)c2C3=O)cc1OC	?	·	-3	23	3.1%	·	11µM*	-4%	·
Cc1cc(-c2nnc(SCC(=O)c3ccc4c(c3)OCCO4)o2)no1	-5%	3	0	7	2.2%	12	1%	-2%	-6
CC(=O)COc1ncnc2c(Cl)cc(Cl)cc12	-5%	0	7	1	-0.7%	1	2%	-5%	-17
O=C(Nc1ccccc1C(=O)N1CCOCC1)c1ccc(CSc2ccccc2)cc1	13%	-4	-5	2	0.8%	-11	-3%	-3%	·
CCCNC(=O)COc1coc(CN2CCN(Cc3ccccc3)CC2)cc1=O	-13%	1	-2	2	0.9%	2	1%	-1%	11
O=C(Nc1cccc(Cl)c1)N1Cc2ccccc2Oc2ncccc21	·	15	-4	5	-1.1%	-4	·	·	9

Compound profiles, as listed above. Values in the order: Vif-APOBEC3F blk | D2 potentiator | D1 potentiator | D1 agonist | RXFP1 ag | RXFP1 antag | Vif-A3G inh | GRP78 ERSR act | D1 antagonist
`O=C(Nc1ccccc1C(=O)N1CCOCC1)c1ccc(CSc2ccccc2)cc1` across the screens: 13% | -4 | -5 | 2 | 0.8% | -11 | -3% | -3% | ·
`Cc1cc(-c2nnc(SCC(=O)c3ccc4c(c3)OCCO4)o2)no1` across the screens: -5% | 3 | 0 | 7 | 2.2% | 12 | 1% | -2% | -6
`O=C(Nc1cccc(Cl)c1)N1Cc2ccccc2Oc2ncccc21` across the screens: · | 15 | -4 | 5 | -1.1% | -4 | · | · | 9

Sorted by the number under D1 agonist (largest number first): some entries from above.
Structure	D1 agonist
Cc1cc(-c2nnc(SCC(=O)c3ccc4c(c3)OCCO4)o2)no1	7
O=C(Nc1cccc(Cl)c1)N1Cc2ccccc2Oc2ncccc21	5
CC(C)c1ccccc1NC(=O)CN1C(=O)c2ccccc2C1=O	4

The listing continues:
SMILES	Vif-APOBEC3F blk	D2 potentiator	D1 potentiator	D1 agonist	RXFP1 ag	RXFP1 antag	Vif-A3G inh	GRP78 ERSR act	D1 antagonist
CCCC(c1nnnn1CCOC)N1CCN(C(=O)c2ccco2)CC1 (stereo not given)	-16%	-11	-3	2	1.4%	1	-2%	0%	0
CCOCCn1ccc2c(OCC(=O)Nc3ccc(C(N)=O)cc3)cccc2c1=O	-15%	0	0	4	-0.4%	·	-6%	-1%	·
Cc1cc(NC(=O)c2cnn3cccnc23)nn1CC(=O)Nc1cccnc1	-1%	4	0	2	2.6%	9	2%	2%	0
CCOC(=O)C1=C(c2ccc(O)cc2)NC(=O)NC1C (stereo not given)	7%	·	·	·	·	2	0%	-1%	·
CC(C)C(=O)NNC(=O)CN1CCN(c2nc(-c3ccccc3)cs2)CC1	4%	3	3	5	?	3	-10%	-1%	-5
Cc1ccc(-n2nc(C(=O)O)c3ccccc3c2=O)cc1C	1%	1	-1	1	0.8%	-26	2%	0%	·
COc1ccc(C(=O)Nc2c(O)ccc3ccccc23)cc1	-12%	·	·	·	·	-19	-7%	12%	·
COCCn1c(-c2ccc(C)cc2)nc2c(c(=O)c3ccccc3n2C)c1=O	-12%	·	·	·	·	2	1%	0%	·
CC(C)CC1NC(=O)N(CC(=O)Nc2ccc3c(c2)CCC3)C1=O (stereo not given)	?	-1	2	1	-0.3%	-10	-7%	-4%	-5
Cc1ccc(SC[C@H](CC(C)C)N2CCN(CCc3ccccc3)CCC2=O)cc1	-20%	3	-3	10	0.9%	·	3%	4%	-10
CSc1ccccc1C(=O)C1CCCN(Cc2c(C)n(C)n(-c3ccccc3)c2=O)C1 (stereo not given)	-8%	-12	1	1	1.3%	-9	-5%	2%	-2
O=C(CSc1ccc2c(c1)OCCO2)Nc1ccccc1	0%	·	·	·	·	0	2%	3%	·
O=C1NC(NS(=O)(=O)c2ccc(Cl)cc2)(C(F)(F)F)C(=O)N1CCc1ccccc1 (stereo not given)	-10%	4	-11	2	-2.9%	8	0%	-1%	4
CCOc1ccc(C2C(=O)N(C3CCCCCC3)CC(=O)N2Cc2ccc(F)cc2)cc1OC (stereo not given)	1%	6	0	2	0.5%	14	-1%	-6%	-1
O=C(c1cc2sccc2n1Cc1ccc(F)cc1)N1CCc2ccccc21	-2%	6	-4	2	0.3%	-8	-6%	5%	2
Cc1ccc(/C=N/NC(=O)c2ccc(NC(=O)c3ccc(Cl)cc3)cc2)o1	1%	7	-7	0	0.3%	11	3%	0%	-11
CN(C)c1ccc(/C=N/NC(=O)CN(c2cccc(Cl)c2)S(C)(=O)=O)cc1Br	-1%	4	2	-2	1.2%	-10	3%	-7%	0
O=C1c2ccccc2C(=O)N1CCCCN(C(=O)c1ccc(Cl)s1)c1ccc(Cl)cc1	-1%	-1	0	4	0.7%	-14	-8%	-4%	23
O=C(COCc1cc(-c2cccs2)on1)NCc1ccc(Cl)cc1	4%	3	2	-2	1.6%	-3	5%	-3%	-3
O=C(Cc1ccc(-c2ccccc2)cc1)NCCS(=O)(=O)N1CCN(c2ccc(F)cc2)CC1	5%	0	1	4	-1.0%	-16	3%	-2%	-20
O=C(NNS(=O)(=O)c1ccc(F)cc1)C1CC(c2cccnc2)=NO1 (stereo not given)	-5%	1	0	4	1.6%	4	1%	-3%	7
CN(Cc1ccco1)c1ncnc2ccc(-c3ccc4c(c3)OCO4)cc12	6%	16	-6&-1	1&4	3.4%&0.9%	·	-9%	-6%&-4%	-13&-14
CCCOCn1cc(F)c(=O)[nH]c1=O	-9%	-3	-2	2	4.5%	-7	1%	-3%	4
CCCNC(=O)COC(=O)c1[nH]c(C)c(C(=O)OCC)c1C	-1%	-8	-2	-1	1.8%	0	-3%	3%	-7
C[n+]1cccc(C(=O)NNC(=O)C23CC4CC(CC(C4)C2)C3)c1	15%	4	-6	0	2.5%	-3	-2%	-2%	4
COc1cc(-c2nnc3sc(C4CCCCC4)nn23)cc(OC)c1OC	-6%	69*	-8	0	6.7%	4	-10%	-4%	-1
O=C1CSC(=S)N1CC1CCCO1 (stereo not given)	-6%	0	-3	5	2.1%	-8	-3%	-4%	35
O=C(CCc1ccccc1)Nc1ccc(S(=O)(=O)N2CCOCC2)cc1	7%	-5	1	6	-1.3%	-7	-1%	-2%	10
O=C(COC(=O)c1ccc(NS(=O)(=O)c2ccc(Br)s2)cc1)NC1CCCC1	2%	7	-6	3	-0.3%	11	1%	-6%	-9
O=C(Nc1ccc(Oc2ccccc2)cc1)C1CCCO1 (stereo not given)	-20%	-1	-9	0	-1.8%	-2	-2%	7%	0
N#Cc1cccc(-n2nnnc2-c2ccc3c(c2)OCO3)c1	7%	1	0	1	0.7%	-1	1%	0%	-1
Cc1ccc(S(=O)(=O)N(CC(=O)NCCC2=CCCCC2)Cc2ccccc2F)cc1	0%	1	3	10	0.1%	-14	-5%	-6%	0
C=C1c2cc(C)c(C)cc2NC(=O)N1c1ccccc1	-2%	10	5	6	-0.5%	-12	-1%	-2%	3
CC(C)CCn1nnnc1C(c1ccc(N(C)C)cc1)N1CCN(C(=O)c2ccco2)CC1 (stereo not given)	-10%	-1	-2	3	-0.3%	11	-4%	-5%	-2
O=C(NCc1ccccc1)c1ccc(S(=O)(=O)Nc2cccc(C(F)(F)F)c2)cc1	1%	·	1	21	1.5%	17	-6%	-1%	0
COc1ccc(/C=C/c2c(-c3ccc(OC)cc3)oc3cccnc23)cc1	1%	-5	-2	2	20%	·	-17%	0%	-10
Clc1ccccc1-c1nn2c(Cn3cnc4ccccc43)nnc2s1	4%	2	0	1	2.3%	-3	0%	-2%	2
COc1ccc(NC(=O)COC(=O)c2cc([N+](=O)[O-])ccc2N2CCOCC2)cc1	0%	1	5	0	1.0%	-9	1%	-7%	2
CC(C)(C)NC(=O)CSc1ccc(C(C)(C)C)cc1	-1%	-1	-9	20	2.5%	-15	0%	?	-12
O=C(CC1SC2=NCCN2C1=O)Nc1ccc(Cl)cc1 (stereo not given)	0%	6	-2	2	0.1%	-18	3%	-1%	-14

Five structures already listed, sorted by number of heavy atoms, highest first.
SMILES	Vif-APOBEC3F blk	D2 potentiator	D1 potentiator	D1 agonist	RXFP1 ag	RXFP1 antag	Vif-A3G inh	GRP78 ERSR act	D1 antagonist
CC(C)CCn1nnnc1C(c1ccc(N(C)C)cc1)N1CCN(C(=O)c2ccco2)CC1 (stereo not given)	-10%	-1	-2	3	-0.3%	11	-4%	-5%	-2
Cc1ccc(S(=O)(=O)N(CC(=O)NCCC2=CCCCC2)Cc2ccccc2F)cc1	0%	1	3	10	0.1%	-14	-5%	-6%	0
O=C(NCc1ccccc1)c1ccc(S(=O)(=O)Nc2cccc(C(F)(F)F)c2)cc1	1%	·	1	21	1.5%	17	-6%	-1%	0
N#Cc1cccc(-n2nnnc2-c2ccc3c(c2)OCO3)c1	7%	1	0	1	0.7%	-1	1%	0%	-1
O=C(CC1SC2=NCCN2C1=O)Nc1ccc(Cl)cc1 (stereo not given)	0%	6	-2	2	0.1%	-18	3%	-1%	-14

Structures from the list above containing an NH in an aromatic ring, in the order listed:
SMILES	Vif-APOBEC3F blk	D2 potentiator	D1 potentiator	D1 agonist	RXFP1 ag	RXFP1 antag	Vif-A3G inh	GRP78 ERSR act	D1 antagonist
CCCOCn1cc(F)c(=O)[nH]c1=O	-9%	-3	-2	2	4.5%	-7	1%	-3%	4
CCCNC(=O)COC(=O)c1[nH]c(C)c(C(=O)OCC)c1C	-1%	-8	-2	-1	1.8%	0	-3%	3%	-7
